Screening results: PubChem BioAssay, several laboratories
PKA-R2B act: PKA-R2B complex activation. hit rate 0.079% among 340,000. PKA-R2B holoenzyme dissociation, Cy5-IP20 fluorescence polarization; R2B truncated from residue 108, S112A mutant; 0% DMSO only, 100% 113 µM cGMP. activation, % at 11.4 µM. AID 504700;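 active = activation above a cutoff set at the mean over all compounds plus 3 SD, cut at about 18% in these data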;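 note: higher means more holoenzyme dissociation and a rise in polarization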
Ecoli viability: reduces bacterial viability in AddAB counter-screen. inhibition, % at 11.9 µM. hit rate 0.27% among 330,000. E. coli V3065 growth, OD600 absorbance, 18 h. AID 449728;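 active = inhibition above the campaign's mean inhibition across all tested compounds plus 3 SD, cut at about 9.9% in these data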;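 note: uninfected addAB+ strain grown without phage in ampicillin broth; 0% = DMSO wells and 100% = ciprofloxacin 0.95 µg/ml wells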
DAGLB inh: blocks human DAGLB lipase activity. Q8NCG7. HEK293T DAGLB membrane lysate, EnzChek fluorogenic substrate. inhibition, % at 5.17 µM. hit rate 0.059% among 340,000; in the data active = inhibition above about 34%;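 note: 0% = enzyme with vehicle and 100% = wells lacking enzyme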
Target sequence (Q8NCG7 whole entry, looked up): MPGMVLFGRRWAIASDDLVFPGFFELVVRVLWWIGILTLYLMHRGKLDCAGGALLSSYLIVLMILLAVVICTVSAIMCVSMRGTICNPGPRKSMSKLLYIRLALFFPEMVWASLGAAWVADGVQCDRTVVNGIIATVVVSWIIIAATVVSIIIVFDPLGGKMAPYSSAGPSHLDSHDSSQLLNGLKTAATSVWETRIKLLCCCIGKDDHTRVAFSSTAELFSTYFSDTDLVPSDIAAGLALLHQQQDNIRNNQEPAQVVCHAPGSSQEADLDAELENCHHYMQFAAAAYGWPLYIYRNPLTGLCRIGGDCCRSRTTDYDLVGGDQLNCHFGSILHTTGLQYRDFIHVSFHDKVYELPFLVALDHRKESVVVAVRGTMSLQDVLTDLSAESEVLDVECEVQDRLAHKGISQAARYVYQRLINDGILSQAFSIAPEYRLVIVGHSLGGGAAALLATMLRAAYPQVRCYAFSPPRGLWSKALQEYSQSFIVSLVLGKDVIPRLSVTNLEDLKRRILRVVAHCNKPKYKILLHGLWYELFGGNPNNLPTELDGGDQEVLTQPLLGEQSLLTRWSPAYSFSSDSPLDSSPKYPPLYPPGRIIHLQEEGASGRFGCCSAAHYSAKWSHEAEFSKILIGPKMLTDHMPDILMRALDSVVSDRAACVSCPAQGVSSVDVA
Tat transport: E. coli Tat transport inhibition; AID 488895; inhibition, % at 10 µM; E. coli MC4100 TorA-mCherry Tat export, fluorescence; hit rate 0.036% among 340,000;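 active = mean replicate inhibition at least 50% and at least half of replicates individually reaching 50%; inconclusive = only one of the two criteria met; inactive = neither criterion met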;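 note: exported cargo escapes ClpAP degradation while cytoplasmic cargo is degraded and loses fluorescence; 0% = median of neutral control wells and 100% = median of NaSCN control wells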
CDK5 inh: CDK5/p35 (human) kinase inhibition; inhibition, % at 10 µM; Q00535+Q15078; hit rate 0.01% among 330,000; Recombinant CDK5/p35, ADP-Glo luminescence, 60 min;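 active = highest replicate inhibition of at least 50% and at least 75% of replicates reaching 50%; inconclusive = only one of the two criteria met; inactive = both criteria failed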;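 note: plate controls were DMSO neutral control for no effect and GW8510 at 10 µM for full effect; many of its hits are not listed in these tables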
PKA-R1A activ: activators of PKA-R1A complex | AID 504707 | PKA-R1A dissociation, Cy5-IP20 fluorescence polarization; scaled: DMSO 0%, 113 µM cGMP 100% | hit rate 0.083% among 340,000 | activation, % at 11.4 µM;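 active = percent activation above the mean of all tested compounds plus 3 SD, cut at about 19% in these data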;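 note: higher means more PKAc released from R1A so a rise in polarization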
phage Ecoli inh: E. coli growth loss with phage present; growth absorbance; inhibition, % at 11.9 µM; hit rate 0.26% among 360,000; in the data active = inhibition above about 11%
Mot1-301 SUMO: blocks SUMOylation pathway, rescuing yeast Mot1-301 growth; S. cerevisiae Mot1-301 growth rescue, ATP luminescence, 38.5C; percent above DMSO median, 100 means doubled; growth rescue, % at 18.8 µM; hit rate 1% among 320,000; AID 2716;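 active = every valid replicate shows activation above 250% relative to neutral control wells; inactive = the rest, any valid replicate at or below 250%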;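 note: OY570 slx delta 5 strain wells were the positive control but not used for scaling; some compounds called inactive have numbers as strong as hits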
AddAB inh: less growth of phage-infected E. coli with AddAB; E. coli expressing H. pylori AddAB, absorbance growth; inhibition, % at 11.9 µM; hit rate 0.29% among 330,000; in the data active = inhibition above about 12%;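 note: 0% = vehicle wells of infected cells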
HTR5A inv ctr: inverse agonist of human HTR5A in OPRM1-OPRD1 counter-screen; inhibition, % at 9.3 µM; AID 504634; P47898; HTR5A cell line, luminescence, inverse agonism; hit rate 0.083% among 340,000; in the data active = inhibition mostly above about 23%, no sharp cut-off; inactive = mostly below about 18%;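 note: 0% = cells with DMSO and 100% = no-cell wells with DMSO; some compounds called inactive have numbers as strong as hits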
Target sequence (P47898 whole entry, looked up): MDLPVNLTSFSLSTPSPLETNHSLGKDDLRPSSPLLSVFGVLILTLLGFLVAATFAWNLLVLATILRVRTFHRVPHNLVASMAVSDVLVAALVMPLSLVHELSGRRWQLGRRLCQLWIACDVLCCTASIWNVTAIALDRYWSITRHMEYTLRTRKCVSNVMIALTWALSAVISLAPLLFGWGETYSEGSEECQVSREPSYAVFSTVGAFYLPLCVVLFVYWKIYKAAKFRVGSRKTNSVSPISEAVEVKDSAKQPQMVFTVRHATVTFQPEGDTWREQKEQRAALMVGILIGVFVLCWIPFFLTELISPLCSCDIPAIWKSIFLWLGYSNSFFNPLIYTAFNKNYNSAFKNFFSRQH
HTR5A ag: activates human HTR5A in OPRM1-OPRD1 agonist counter-screen. P47898. HTR5A agonist assay, luminescence, cell-based. activation, % at 9.3 µM. hit rate 0.61% among 340,000. AID 504692; in the data active = activation mostly above about 9.5%, no sharp cut-off; inactive = mostly below about 7.6%;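 note: 0% = cells with vehicle only and 100% = reference agonist; strong numbers were not always called active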
An asterisk follows results filed as active; ? = inconclusive; . = no result given.

SMILES	PKA-R2B act	Ecoli viability	DAGLB inh	Tat transport	CDK5 inh	PKA-R1A activ	phage Ecoli inh	Mot1-301 SUMO	AddAB inh	HTR5A inv ctr	HTR5A ag
Cc1ccc(N=Cc2ccccc2O)cc1Cl	8	.	0	-3	-2.4	0	1.6	.	.	-13	4
COc1ccc(OC)c(S(=O)(=O)NCCC2=CCCCC2)c1	1	-1.3	1	7	-1.8	-2	0.2	-1	1.9	1	-3
O=C(NCCc1ccc(Cl)cc1)c1ccc2c(c1)OCCO2	3	1.0	-5	-6	4.8	2	2.3	-32	1.4	-7	2
COC(=O)c1ccc(C2Nc3ccccc3NC3=C2C(=O)CC(C)(C)C3)cc1 (stereo not drawn)	4	-0.8	-2	1	-1.9	-2	0.5	-1	-1.1	-5	2
Cc1ccc(NC(=S)N(CCCN(C)C)Cc2cc3cc4c(cc3[nH]c2=O)OCO4)c(C)c1	2	2.4	3	-4	-2.5	-3	4.4	-12	4.2	2	-1
COc1ccc(C(=O)N/N=C(\C)CC(=O)Nc2ccc(Cl)cn2)cc1	-4	-1.1	2	-27	1.8	3	-2.2	5	0.5	-57	0
Cc1ccc(-n2cnc3sc(C)c(C)c3c2=O)cc1	-2	-2.8	-3	-9	-2.4	-6	2.0	85	2.1	1	0
OCc1cn(-c2ccccc2)nc1-c1ccc2c(c1)OCCO2	3	-1.1	-7	11	-0.7	1	3.4	157	3.4	17	3
C#CC(CC)(CC)NC(=O)NC1CCCCC1	7	0.4	2	-6	-1.7	6	5.7	-1	1.9	0	-6
COc1cc(NC(=O)CN2CCN(S(=O)(=O)/C=C/c3ccccc3)CC2)cc(OC)c1OC	-14	-1.2	0	5	0.4	-6	-1.8	5	-1.4	-4	2
CCN(CC)S(=O)(=O)c1ccc(Cl)c(C(=O)NCc2ccccc2Cl)c1	-1	-2.4	-3	7	-6.0	-12	0.0	-2	2.4	-6	2
CC(C)N(Cc1ccccc1)C(=O)CN1C(=O)c2ccccc2C1=O	4	-0.8	1	-7	-0.4	4	-1.6	-11	3.6	-3	1
C=CCNc1nc2ccccc2nc1NS(=O)(=O)c1cccc(C)c1	-7	-3.4	3	1	1.7	0	0.9	3	0.3	-5	1
c1ccc(Cc2noc(CN3CCN(C4CCc5ccccc5C4)CC3)n2)cc1 (stereo not drawn)	-3	0.4	-1	6	-0.1	-10	-1.1	16	0.7	10	-4
CCOC(=O)c1ccc(NC(=S)NCc2cccnc2)cc1	-3	4.0	1	-12	0.2	-3	7.2	-6	3.7	3	-2
O=C(CCl)N1CCN(C(=O)C2COc3ccccc3O2)CC1 (stereo not drawn)	-5	-3.3	-1	10	-0.1	0	2.9	-8	-1.2	-13	3
O=C(NCc1ccc(Cl)cc1)C(=O)N/N=C/c1ccc(Br)cc1	2	0.1	-2	-2	-0.2	6	4.4	0	3.2	12	-4
Cc1cccc(C)c1N1CCN(S(=O)(=O)N2CCCCC2)CC1	10	-2.4	-11	-22	1.1	-15	4.0	17	0.0	0	0
O=C(NCCNc1ccnc2cc(Cl)ccc12)c1ccccc1F	-3	-0.3	0	-3	-3.8	9	4.9	-4	3.0	-10	3
O=S(=O)(Nc1ccc(C(F)(F)F)cc1)c1cccs1	-1	1.5	2	1	0.3	-1	2.7	-23	3.7	-6	-2

Entries above that have a thiophene ring, fused or not (two):
SMILES	PKA-R2B act	Ecoli viability	DAGLB inh	Tat transport	CDK5 inh	PKA-R1A activ	phage Ecoli inh	Mot1-301 SUMO	AddAB inh	HTR5A inv ctr	HTR5A ag
Cc1ccc(-n2cnc3sc(C)c(C)c3c2=O)cc1	-2	-2.8	-3	-9	-2.4	-6	2.0	85	2.1	1	0
O=S(=O)(Nc1ccc(C(F)(F)F)cc1)c1cccs1	-1	1.5	2	1	0.3	-1	2.7	-23	3.7	-6	-2

The listing continues.
SMILES	PKA-R2B act	Ecoli viability	DAGLB inh	Tat transport	CDK5 inh	PKA-R1A activ	phage Ecoli inh	Mot1-301 SUMO	AddAB inh	HTR5A inv ctr	HTR5A ag
Cc1cccc2c1cnn2C(=O)Nc1ccccc1Br	-3	-0.7	-3	-2	-0.2	-1	-1.6	-14	0.4	-11	3
O=C(CN1CCCC1)N1CCCC(c2ccc(F)cc2)c2ccc(F)cc21 (stereo not drawn)	3	1.0	-1	1	.	-3	3.0	-4	1.6	-1	6
O=C(NNC(=O)c1cccc2ccccc12)c1ccc(Br)cc1	-5	.	-1	2	-1.8	-5	2.0	.	.	4	-1
Cc1ccc(S[C@@H](CCN2CC[C@H](C(C)(C)C)CCC2=O)c2ccccc2)cc1	-4	3.8	-17	1	-0.8	-14	0.5	-9	2.8	24	-3
Cc1ccc(-c2csc(N(CCO)CCCn3c(C(F)(F)F)nc4ccccc43)n2)cc1	0	-2.2	0	20	-5.9	-14	-1.1	0	1.3	-16	0
O=C1CCc2cc(S(=O)(=O)N3CCCC3C(=O)N3CCN(c4ccccc4F)CC3)ccc2N1 (stereo not drawn)	0	-0.2	0	-45	1.8	-1	3.3	55	3.2	4	-1
COc1ccc(NC(=O)c2cn(CCC#N)nc2-c2cc3ccccc3o2)cc1	-5	0.8	-3	1	0.3	-19	2.0	22	0.8	10	-1
c1ccc(CNc2nc3ccccc3n3cnnc23)nc1	-9	2.1	-3	-1	1.2	4	2.5	-3	-0.9	-15	5
Cc1ccc(OCC(=O)Nc2ccc([N+](=O)[O-])cn2)cc1C	-8	0.7	-12	-2	-0.2	-9	1.6	764	-0.3	3	-4
CS(=O)(=O)Nc1ccc(C(=O)Nc2ccccc2Sc2ccccc2)cc1	-16	-0.9	0	-7	1.8	-6	2.3	9	0.8	-23	2
Cc1ccc(NC(=O)CC2COc3ccccc3O2)cc1 (stereo not drawn)	-9	0.8	-5	16	-0.1	4	-1.3	.	2.0	9	0
CCOc1ccc(S(=O)(=O)NCc2ccc(OC)cc2)c2cccnc12	-5	-0.3	3	10	-0.4	-6	3.6	0	2.5	-9	1
COc1cc(SC)ccc1C(=O)NCC1CCCCC1	2	-0.5	-4	3	0.5	0	1.9	-11	-0.4	-14	5
c1ccc2sc(NC3=NCN(Cc4ccc5c(c4)OCO5)CN3)nc2c1	2	2.2	0	-4	-1.2	-7	3.1	14	-3.1	11	0
CCOc1ccc(CN2CCN(Cc3ccc(C)o3)CC2CCO)cc1 (stereo not drawn)	-1	0.4	1	0	-2.5	9	4.1	0	4.2	-5	-2
CCN(CC)c1ccc(N=Cc2ccc(N(CC)CC)cc2O)cc1	-51	1.2	9	-4	0.2	-57	3.1	-4	3.6	-11	6
CC(C(=O)NCC1CCCCC1)N(C)Cc1ccc(Br)cc1 (stereo not drawn)	4	-2.0	-7	2	-4.2	-8	0.3	-14	-2.0	-7	3
Cc1c(C(=O)N2CCC[C@H]2C(N)=O)oc2c(F)cccc12	-6	.	0	2	0.0	6	3.0	100	.	-6	2
COc1ccc(C(=O)OCC(=O)c2ccc(F)cc2)cc1OC	-1	-1.2	-4	0	-1.8	2	2.8	1	-0.2	5	-1
COc1ccc(S(=O)(=O)Nc2ccccc2C(N)=O)cc1OC	.	1.7	.	-3	-0.2	.	3.4	5	3.9	.	.
N#Cc1ccccc1S(=O)(=O)N1CCN(CC(=O)Nc2ccnn2C2CCCC2)CC1	-3	.	-1	?	1.0	2	2.9	.	.	12	3
CCC(C)NC(=O)C1CCCN(C(=O)Nc2ccc(F)cc2)C1 (stereo not drawn)	-3	0.9	3	12	-2.3	-16	0.2	8	-4.0	19	-2
O=C(CN1C(=O)COc2ccc(S(=O)(=O)N3CCCC3)cc21)NC1CC1	3	0.1	-1	-1	-0.7	-7	1.1	-20	1.9	3	-1
O=C(CS(=O)(=O)c1ccc(Cl)c(Cl)c1)Nc1ccccc1Cl	-29	-3.3	-1	?	1.0	-11	1.9	-17	-0.8	7	-4
C(=N\n1cnnc1)/c1cccc2ccccc12	1	-0.6	-1	0	0.0	2	3.5	-12	-0.5	0	0
CCc1ccc(OCCCC(=O)Nc2cccc(C(=O)O)c2)cc1	-6	-0.3	-2	2	0.6	-12	1.5	37	1.1	-11	4
C/C(=N\NC(=O)C1COc2ccccc2O1)c1ccc(N2CCOCC2)cc1 (stereo not drawn)	-13	-1.8	0	-1	0.9	-3	3.2	14	0.5	0	0
COc1ccc(C(=O)N2CCCC(CCC(=O)N3CCN(c4ccccn4)CC3)C2)cc1 (stereo not drawn)	-13	-1.5	0	-1	1.6	-13	4.0	-2	-1.3	-25	3
COc1ccc(/C=C/C(=O)N/C(=C\c2ccco2)C(=O)NCCc2nc3ccccc3[nH]2)cc1	8	1.7	0	23	-6.1	-3	3.3	13	-0.2	-3	1
CCC(=O)Nc1ccc(C(=O)N/N=C/c2c(C)[nH]c3ccccc23)cc1	1	-1.1	-1	0	0.3	5	0.7	-20	-0.7	12	1
CCc1nc(C)cn1S(=O)(=O)c1cc(C)c(OC)cc1C	4	-0.3	-4	8	-0.5	5	0.7	2	-1.6	-12	4
CC(=O)NN1C(=O)c2ccccc2NC1c1ccccc1F (stereo not drawn)	0	-1.6	-8	-5	0.9	1	-0.8	9	0.4	1	0
Cc1ccc(/C=C2\SC(=S)N(CCC(=O)Nc3cccnc3)C2=O)cc1	-10	-1.0	1	-7	-2.3	5	0.0	38	0.2	9	0
CC1=NN(C(N)=S)C(=O)C1N=Nc1ccc(Cl)cc1 (stereo not drawn)	0	.	13	0	0.2	4	4.0	-7	.	5	-3
Cc1cc(C(F)(F)F)c(C#N)c(SCC(=O)Nc2nc3ccccc3s2)n1	-1	1.1	-4	10	0.7	-2	5.6	139	1.1	5	-1
COc1ccccc1C(=O)NC(=O)COc1cc(Cl)ccc1Cl	-13	2.0	-1	4	0.0	5	2.7	0	1.6	3	-1
Cc1ccc(-c2csc3nc(SCC(N)=O)n(Cc4ccccc4)c(=O)c23)cc1	-3	-0.5	-3	5	-0.2	4	3.3	4	2.7	-4	1
CCOc1ccc2nc(NC(=O)CSc3nc(SC)ns3)sc2c1	-2	-0.7	-4	-2	1.3	1	4.3	3	-1.6	-20	-2
CC(C)[C@H](NS(=O)(=O)c1ccc(Cl)cc1)C(=O)OCC(=O)c1c(N)n(C)c(=O)n(C)c1=O	-4	-1.1	-6	-11	-0.8	0	-2.1	.	-0.4	-11	4
C=CCNC(=O)c1ccccc1SCc1c(C)noc1C	2	-1.8	0	-2	-0.2	2	1.5	13	0.4	-5	3
Cc1nn(-c2ccccc2)c(C)c1C(=O)Nc1nnc(-c2ccco2)o1	1	-5.4	3	-6	0.1	-2	-1.6	-23	-6.8	10	0
COC(=O)c1c(-c2cccs2)csc1NC(=O)CSc1ncnc2sc(C)c(C)c12	-5	-0.6	0	-6	-0.6	6	1.2	-4	-1.4	-2	3
CCOc1ccccc1C(=O)Nc1ccc(S(=O)(=O)Nc2nccc(C)n2)cc1	-1	0.7	0	-7	0.6	-2	0.8	-3	6.0	-12	3
